# Dengue-2 NS5 capping – Dengue-2 NS5 methyltransferase inhibitors, primary screen, biochemical, confirmation dose response (AID 588689); Genome polyprotein (Dengue virus type 2 (strain 16681-PDK53)); hit rate 0.3% among 340,000; inhibition, % at 25 µM; hits with a dose series show IC50 in µM; Dengue-2 NS5 methyltransferase capping enzyme assay, biochemical; higher % means a stronger effect; in the data active means a potency from the dose series
# Dengue-2 NS5 capping pilot replicate – also measured in Dengue-2 NS5 capping; calls as there; inhibition, %; measured here: pilot screen replicate inhibition
# * marks the source's active call; other numbers are inactive results.
SMILES,Dengue-2 NS5 capping,others
CCC(=O)N1CCc2cc(Br)c(S(=O)(=O)CCC(=O)NCCOC)cc21,10%,
Cn1nc(C(=O)NNC(=O)c2cccc(Cl)c2)ccc1=O,9%,
O=C(/C=C/c1ccc(Cl)cc1)c1ccc([N+](=O)[O-])o1,4%,
CC(=O)c1sc(NC(=O)CSC(C)C(=O)Nc2cc(C)on2)nc1-c1ccccc1 (stereo unspecified),0%,
Nc1ncnc2c1ncn2[C@@H]1O[C@H](CNCc2ccccc2OC2OC(CO)C(O)C(O)C2O)[C@@H](O)[C@H]1O (stereo partly specified),-7%,
Cc1ccc(N(CCC#N)C(=O)COC(=O)c2cc(C)oc2C)cc1,-4%,
Cc1ccc([C@@H]2CC=C(C(=O)O)[C@H](c3ccccc3F)N2S(=O)(=O)c2ccccc2C)cc1,5%,
C#CCOCCOCCOCCNc1nc(N2CCN(C(=O)Cn3cc(CC(C)O)nn3)CC2)nc(N2CCN(C(=O)[C@H](C)n3cc(CCC(=O)O)nn3)CC2)n1 (stereo partly specified),-2%,
CCN(C(=O)Cn1c(=O)oc2ccccc21)c1c(N)n(Cc2ccccc2)c(=O)[nH]c1=O,1%,
CCCCN(C(=O)Cc1ccc(S(=O)(=O)N2CCOCC2)s1)c1c(N)n(CCCC)c(=O)[nH]c1=O,-4%,
C=C[C@@H]1c2cccc(C)c2N(S(=O)(=O)c2ccc(C)cc2)[C@H](c2ccccc2)C1(C#N)S(=O)(=O)c1ccccc1 (stereo partly specified),-14%,
CC(=O)Nc1ccc(C=NNc2ccc([N+](=O)[O-])cn2)cc1,-35%,
O=C(COC(=O)CCS(=O)(=O)c1ccc(F)cc1)NC1CCCCC1,3%,
CN(C(=O)c1ccccc1C(=O)OCC(=O)Nc1cccc(Br)c1)c1ccccc1,0%,
CC(C)C[C@H]1CN([C@@H](CC(C)C)CN2CCCC2CN2C(=S)NC[C@@H]2Cc2ccc(O)cc2)C(=S)N1CCc1ccccc1 (stereo partly specified),-2%,

# Among those listed so far, 2 contain a nitro group on carbon:
SMILES,Dengue-2 NS5 capping,others
O=C(/C=C/c1ccc(Cl)cc1)c1ccc([N+](=O)[O-])o1,4%,
CC(=O)Nc1ccc(C=NNc2ccc([N+](=O)[O-])cn2)cc1,-35%,

# Going on with the list:
SMILES,Dengue-2 NS5 capping,others
CC1CCN(C(=O)c2[nH]cnc2C(=O)Nc2nccs2)CC1,-13%,
O=c1[nH]cc(S(=O)(=O)N2CCCc3ccccc32)c(=O)[nH]1,-5%,
O=C(NC(=S)Nc1cccnc1)c1cccc(Cl)c1,-2%,
CSc1nc(=O)[nH]nc1Sc1ccccc1,13%,
Cn1c2ccccc2c(=O)c2ccc(Cl)cc21,-6%,
C#CCOCCOCCOCCNc1nc(N2CCN(C(=O)[C@H]([C@@H](C)CC)n3cc(CCC(=O)O)nn3)CC2)nc(N2CCN(C(=O)[C@H](CCCCN)n3cc(CCC(=O)O)nn3)CC2)n1,3%,
C=CCn1c(=S)[nH]c2cc(C(=O)N3CCN(c4ccccc4OC)CC3)ccc2c1=O,-6%,
CN1C(=O)NC(=O)C1c1ccccc1 (stereo unspecified),-9%,
Cc1c(Cl)cccc1NS(=O)(=O)c1ccccc1,-10%,
O=C(N/N=C/c1ccc(OC(=O)c2ccco2)cc1)c1ccc[n+]([O-])c1,-3%,
Cc1cccc(C)c1-n1nnnc1SCC(=O)N1CCNC1=O,-9%,
COc1ccc(CNC(=O)C[C@H]2C[C@H](C(=O)N3CCOCC3)[C@@]3(CCC4CCCC4)c4[nH]c5cc(-c6ccco6)ccc5c4CCN3C2=O)cc1OC,-1%,
Cc1ccn2c(=O)c(NC(=O)c3ccc4c(c3)OCO4)c(C)nc2c1,-4%,
COc1cc(OC)cc(C(=O)OCC(=O)c2ccc(S(=O)(=O)N3CCCCC3)cc2)c1,-2%,
Cn1c(N)c(C(=O)COC(=O)Cc2ccccc2F)c(=O)n(C)c1=O,5%,
Cc1ccc(-c2csc3ncnc(SCC(=O)NCC4CCCO4)c23)cc1 (stereo unspecified),-13%,
C[C@H](CO)N1C[C@H](C)[C@@H](CN(C)S(=O)(=O)c2cccs2)Oc2c(NS(=O)(=O)c3ccc(F)cc3)cccc2C1=O,-8%,Dengue-2 NS5 capping pilot replicate=-2.1
O=C(NCc1cccc2ccccc12)c1cccs1,-12%,
CCOC(=O)[C@H]1[C@H]2COc3ccc(Cl)cc3[C@@H]2N2C(=O)c3ccc(F)cc3NC(=O)[C@@]12C,-4%,
O=C(Cn1ccc(=O)[nH]c1=O)c1ccc([N+](=O)[O-])o1,-14%,
Cc1ccc(SCC(=O)Nc2cc(S(=O)(=O)N3CCCCC3)ccc2C)cc1,-4%,
COc1ccc(C(=O)COC(=O)c2sc(C)nc2C)cc1Cl,-5%,
COc1ccc(CNC(=O)c2ccc(Cl)c(S(=O)(=O)N3CCCCCC3)c2)cc1,-1%,
COc1ccc(S(=O)(=O)N(C)C[C@H]2Oc3ccc(NC(=O)CCC(F)(F)F)cc3C(=O)N([C@H](C)CO)C[C@@H]2C)cc1,-5%,Dengue-2 NS5 capping pilot replicate=-0.9
Cc1noc(C)c1NC(=O)N(C)C[C@H]1Oc2c(NC(=O)C3CCCCC3)cccc2C(=O)N([C@H](C)CO)C[C@@H]1C,0%,Dengue-2 NS5 capping pilot replicate=-7.6
NS(=O)(=O)c1ccc(NC(=O)COC(=O)CCCN2C(=O)c3cccc4cccc(c34)C2=O)cc1,-1%,
CCCCn1c(N)c(N(CC(C)C)C(=O)c2ccc(S(=O)(=O)N3CCCCCC3)cc2)c(=O)[nH]c1=O,-4%,
CC(C)c1cc(C(F)(F)F)nc(NNc2nc(C(C)C)cc(C(F)(F)F)n2)n1,-3%,
Cc1nc(SCC(=O)N(CC(C)C)C2CCS(=O)(=O)C2)c2c(C)c(C)sc2n1 (stereo unspecified),-7%,
Cc1ccc(S(=O)(=O)N(C)CC(=O)NCCCn2nc(C)cc2C)cc1,-1%,

# 3 entries drawn at random from the list so far:
SMILES,Dengue-2 NS5 capping,others
O=C(Cn1ccc(=O)[nH]c1=O)c1ccc([N+](=O)[O-])o1,-14%,
Cc1nc(SCC(=O)N(CC(C)C)C2CCS(=O)(=O)C2)c2c(C)c(C)sc2n1 (stereo unspecified),-7%,
Cc1noc(C)c1NC(=O)N(C)C[C@H]1Oc2c(NC(=O)C3CCCCC3)cccc2C(=O)N([C@H](C)CO)C[C@@H]1C,0%,Dengue-2 NS5 capping pilot replicate=-7.6

# Further records
SMILES,Dengue-2 NS5 capping,others
CC(=O)C[C@@H](O)CC(=O)[C@@H]1OC(=O)[C@@H](C)CCCCc2ccccc21,-2%,
O=C(COC(=O)c1nc(Cl)ccc1Cl)Nc1ccc(Cl)cc1,-8%,
CCc1cccc(CC)c1-n1c(SCC(=O)N2CCCc3ccccc32)nc(O)cc1=O,8%,
O=C1NC[C@H](Cc2ccccc2)N(C[C@H]2CCCN2C[C@H](Cc2ccccc2)N2C[C@H](Cc3ccccc3)N(CCc3ccccc3)C(=O)C2=O)C1=O,1%,Dengue-2 NS5 capping pilot replicate=-0.6
Cc1cccc(C)c1NC(=O)CN(C)CC(=O)N(C)CC(=O)Nc1ccccc1Br,3%,
O=C1CCc2cc(S(=O)(=O)Nc3ccccc3)ccc2N1,-5%,
Cc1cc(C)c(S(=O)(=O)c2ccc(F)cc2)c(C)c1,-10%,
N#CCc1ccc(OC(=O)c2ccncc2)cc1,5%,
CCOc1ccc(C2=CC(=O)C[C@H](c3ccc(OC)cc3)C2)cc1,-4%,
CSc1ccc(S(=O)(=O)NCC(=O)OCC(=O)N2CC(C)CC(C)C2)cc1[N+](=O)[O-] (stereo unspecified),-5%,
CCN(C(=O)Cn1cnc2c1c(=O)n(C)c(=O)n2C)C1CCCCC1,-6%,
CCC(C(=O)NC1CCCCCC1)c1ccccc1 (stereo unspecified),-2%,
COc1ccc(NS(=O)(=O)c2cccc(C(=O)NNC(=O)c3ccc(O)c(Cl)c3)c2)cc1,3%,
CCCN(CC(=O)Nc1ccccc1C)C(=O)c1ccc(-c2ccc([N+](=O)[O-])cc2)o1,-6%,
Cc1cccc(C)c1NC(=O)NS(=O)(=O)c1ccccc1,-4%,
CCOc1ccc(CCNC(=O)COC(=O)c2oc3ccccc3c2COC)cc1OCC,0%,
COc1ccccc1NS(=O)(=O)c1cc(NC(=O)C2=NNC(=O)CC2)ccc1C,-1%,
COc1cccc(/C=C/C(=O)OCC(=O)NC2CCCCCC2)c1,3%,
N#CC1(NC(=O)CSc2nnc(Cc3ccccc3)o2)CCCCC1,-8%,
COC(=O)C=C1CCC2C3CC(F)C4(O)CC(=O)CCC4(C)C3C(=O)CC12C (stereo unspecified),0%,
CC1CCCN(C(=O)c2cn(-c3ccccc3)nc2-c2cccnc2)C1 (stereo unspecified),-5%,
CCOC(=O)c1c(NC(=O)COC(=O)/C=C/c2ccccc2)sc(C(=O)NC)c1C,4%,
C=CC(=O)N1C/C(=C/c2ccc(Cl)cc2)C(=O)/C(=C\c2ccc(Cl)cc2)C1,20%,
COc1ccc(CCNC(=O)COC(=O)c2cc3ccccc3oc2=O)cc1OC,-1%,
COc1ccccc1C/C(N)=N/OC(=O)COc1ccc(C)cc1,7%,
CC[C@@]12C(=O)N(c3ccccc3)C(=O)N1[C@H](c1ccc(OC)cc1)[C@@H]1C(=O)N(C(C)(C)C)C(=O)[C@@H]12,2%,
O=C(c1cc(Cl)cc(Cl)c1)N1CCC2CC1c1cc(-c3ccc4c(c3)OCO4)ccc12 (stereo unspecified),-1%,
Cc1ccc(NC(=O)CSCC(=O)NCc2cccc(C(F)(F)F)c2)cc1,1%,
Cc1ccc(Nc2nnc(SCC(=O)NCC3CCCO3)s2)cc1 (stereo unspecified),5%,
CN(CC(=O)Nc1ccccc1Cl)C(=O)c1cccc(-n2cccc2)c1,-1%,
Cc1ccc(S(=O)(=O)N2CCCCC2)cc1NC(=O)c1cnccn1,5%,
COc1ccc([C@H]2C[C@H](n3cc(-c4ccc(F)cc4)nn3)[C@@H](O)CN2Cc2cccs2)cc1,-3%,
CCc1ccccc1NC(=O)CN1CCN(C(=O)CNC(=O)c2ccccc2F)CC1,-6%,
CCCCNc1nc2c(c(=O)[nH]c(=O)n2C)n1CCCc1ccccc1,3%,
CN(CC(=O)Nc1ccccc1Br)C(=O)CCSc1ccc(F)cc1,-5%,
CN(Cc1ccc(C(C)(C)C)cc1)C(=O)Cc1ccc(S(=O)(=O)N2CCOCC2)s1,-4%,
CC1(c2ccc([N+](=O)[O-])cc2)NC(=O)N(CC(=O)Nc2cccnc2Cl)C1=O (stereo unspecified),-2%,
O=C(c1cccs1)N1CCN(C(=O)c2cccs2)C1=S,-6%,
COc1ccc(C(=O)N/C(=C\c2ccc(Cl)cc2)C(=O)NCc2ccncc2)cc1,3%,
Cc1ccccc1SCC(=O)OCC(=O)NCCNC(=O)COC(=O)CSc1ccccc1C,4%,
COc1ccc([C@H]2C[C@@H](O)[C@H](n3cc(COC(=O)c4ccccc4)nn3)CN2Cc2cccs2)cc1,-4%,
COc1ccccc1C(=O)NCCC(=O)NN1C(=O)NC2(CCCCC2)C1=O,4%,
O=C(Nc1ccccc1)c1cc([N+](=O)[O-])ccc1N1CCCCC1,-1%,
O=C(NCCC1CCCCN1S(=O)(=O)c1ccccc1)C(=O)Nc1ccccc1 (stereo unspecified),-3%,
C[C@H](NC(=O)c1nc[nH]c1C(=O)N(C)Cc1ccccc1)C(=O)OC(C)(C)C,3%,

# Part of the list above in order of formula weight, low to high:
SMILES,Dengue-2 NS5 capping,others
O=C(Nc1ccccc1)c1cc([N+](=O)[O-])ccc1N1CCCCC1,-1%,
C[C@H](NC(=O)c1nc[nH]c1C(=O)N(C)Cc1ccccc1)C(=O)OC(C)(C)C,3%,
O=C(NCCC1CCCCN1S(=O)(=O)c1ccccc1)C(=O)Nc1ccccc1 (stereo unspecified),-3%,
COc1ccc(C(=O)N/C(=C\c2ccc(Cl)cc2)C(=O)NCc2ccncc2)cc1,3%,
CN(Cc1ccc(C(C)(C)C)cc1)C(=O)Cc1ccc(S(=O)(=O)N2CCOCC2)s1,-4%,
Cc1ccccc1SCC(=O)OCC(=O)NCCNC(=O)COC(=O)CSc1ccccc1C,4%,

# (list continues)
SMILES,Dengue-2 NS5 capping,others
Cc1ccc(C(=O)NCC(=O)NCC(c2ccco2)N2CCCCC2)cc1C (stereo unspecified),-5%,
O=C(COC(=O)c1ccc(Br)o1)NC1CCCc2ccccc21 (stereo unspecified),-4%,
COc1cccc(C(=O)NNC(=O)c2ccc(NS(=O)(=O)c3cccs3)cc2)c1OC,-6%,
O=C1CCc2cc(S(=O)(=O)N3CCCCC3)cc3c2N1CCC3,-16%,
C[C@H](CO)N1C[C@H](C)[C@@H](CN(C)Cc2ccc(Oc3ccccc3)cc2)OCc2cnnn2CCCC1=O,-3%,
CC(C)N1CCSC1=S,13%,
CC(=O)C[C@H](O)CC(=O)[C@H]1OC(=O)CCCCC/C=C/Cc2ccccc21,-4%,
CSCCC1NC(=O)C(C(C)=NNC(N)=O)=C1O (stereo unspecified),-3%,
COC(=O)[C@@]1(Cc2ccccc2)[C@H]2C(=O)N(Cc3ccccc3)C(=O)[C@H]2[C@H]2CN(C)C(=NCc3ccccc3)N21,-2%,Dengue-2 NS5 capping pilot replicate=1.2
COCCOc1cc(NCc2ccccc2)c2ncn(C(C)C)c2c1,3%,
Cc1ccccc1N1CCN(C(=O)c2cc(C3CC3)nn2-c2ccccc2)CC1,3%,
COC(=O)c1cccc2c(C(=O)O)cc(-c3ccccc3)nc12,14%,
COc1ccc(CNC(=O)COC(=O)c2ccc(F)c(S(=O)(=O)N3CCOCC3)c2)cc1,2%,

# Only part of the results is shown. The share of hits here may be higher or lower than overall.
